Statin myotox sup: suppression of simvastatin myotoxicity; C2C12 myotubes + simvastatin, ATP luminescence, 48 h; scaled: DMSO 0, geranylgeraniol control 100; rescue of ATP level, % at 7.49 µM; 330,000 tested, 0.78% active; AID 602340;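 active means mean ATP rescue above about 67%, or every replicate alone reaching that limit, limit read from the data, passing the limit was not always enough; inconclusive means no clear call, values can overlap the other calls; inactive means mean under the limit and some replicate under it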;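 further: myotubes were challenged with 10 µM simvastatin during compound exposure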
LGR2 antag: inhibitors of bursicon-induced Drosophila LGR2 receptor cAMP signaling | HEK293 LGR2, CRE-luciferase, bursicon-stimulated, 4 h | inhibition, % at 9.99 µM | 380,000 tested, 0.35% active;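 active means drop in luminescence signal, shown as inhibition above about 50% in the replicate tests, limit read from the data, passing the limit was not always enough; inconclusive means probably only some replicates passing the limit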;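 further: agonist challenge used bursicon conditioned medium at about half maximal strength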
S100A4 MyoIIA: S100A4-myosin IIA interaction inhibition. S100A4/TAMRA-MyoIIA peptide fluorescence polarization. inhibition, % at 10.7 µM. 360,000 tested, 0.14% active. AID 652163;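 active means mean inhibition of at least 70% across replicates, with every replicate also reaching that level; inconclusive means mean inhibition reaches 70% but some replicates fall short; inactive means mean inhibition below 70%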
Target sequence (P26447 whole entry, looked up): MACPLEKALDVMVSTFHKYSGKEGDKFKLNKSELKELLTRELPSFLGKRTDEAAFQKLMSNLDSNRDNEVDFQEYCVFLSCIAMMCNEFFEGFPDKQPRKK
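Material: S100A4 monomer protein / Buffer or medium: 50 mM HEPES pH 7.2, 10 mM CaCl2, 100 mM KCl / Times: 5 min incubation before reading / Benchmarks: neutral control DMSO, positive control TFP / Reagent: labelled myosin peptide probe, 5 nM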
Cneo AK release: causes C. neoformans cell lysis; adenylate kinase release luminescence, 4 h; normalised: neutral wells 0, clomiphene wells 100; 360,000 tested, 0.2% active; AID 651654; lysis activity, % at 15 µM;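 active means mean lysis activity across replicates of at least 80%, whatever share of replicates individually reach that level; inactive means mean lysis activity below 80%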
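Assay system: log-phase C. neoformans yeast / Quantity: yeast cell density of 5 × 10^6 cells/mL / Medium: fresh YPD growth medium / Compound: single dose / Timing: static 4 h at 37 °C with compound, 1 h detection / Measured by: adenylate kinase release luminescence / Read-out: lysis from increased AK signal / Benchmarks: Clomiphene as positive lysis control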
PGC1a acetyl inh: PGC1a acetylation modulation, inhibitor mode; 350,000 tested, 0.17% active; U2OS PGC1a acetylation, AlphaScreen anti-acetyl-lysine; with virally co-expressed GCN5 acetyltransferase; inhibition, % at 15.6 µM;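 active means every replicate shows inhibition of at least 40%; inconclusive means mean inhibition at least 40% but some replicate below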;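 further: 0% = neutral control wells and 100% = positive control wells; some results beyond the cut were filed as inactive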
XiGFP reactiv: X-chromosome reactivation activator. 360,000 tested, 0.055% active. activation, % at 7.58 µM. AID 743238. XiGFP mouse fibroblasts, % GFP-positive cells imaging, 3 d; cells co-treated with 5-aza-dC sensitizer; scaled so ellipticine positive control = 100%;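 active means mean normalized replicate activation at least 10% and every replicate at or above 10%; inconclusive means only one of the two criteria met; inactive means mean below 10% and not all replicates reach 10%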;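 further: 0% = median of on-plate neutral control wells and 100% = ellipticine 6 µM median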
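Assay system – SV40-immortalized XiGFP fibroblast cells, line 68-5-11 · Buffer or medium – DMEM supplemented with 5-aza-dC as sensitizing agent · Dosing – one concentration, pinned · Benchmarks – positive control ellipticine, 6 µM final · Times – 3 days compound exposure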
ERAP1 HTS inh: ERAP1 (human) enzyme inhibition; inhibition, % at 10.7 µM; recombinant ERAP1, Leu-AMC fluorescence, 60 min; Q9NZ08; 340,000 tested, 0.15% active;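 active means mean replicate inhibition of at least 30%, or all replicates individually reaching that 30% level; inactive means mean below 30% and not every replicate reaching it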;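 further: 0% = neutral control wells and 100% = L-leucinethiol positive control wells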
Target sequence (Q9NZ08 whole entry, looked up): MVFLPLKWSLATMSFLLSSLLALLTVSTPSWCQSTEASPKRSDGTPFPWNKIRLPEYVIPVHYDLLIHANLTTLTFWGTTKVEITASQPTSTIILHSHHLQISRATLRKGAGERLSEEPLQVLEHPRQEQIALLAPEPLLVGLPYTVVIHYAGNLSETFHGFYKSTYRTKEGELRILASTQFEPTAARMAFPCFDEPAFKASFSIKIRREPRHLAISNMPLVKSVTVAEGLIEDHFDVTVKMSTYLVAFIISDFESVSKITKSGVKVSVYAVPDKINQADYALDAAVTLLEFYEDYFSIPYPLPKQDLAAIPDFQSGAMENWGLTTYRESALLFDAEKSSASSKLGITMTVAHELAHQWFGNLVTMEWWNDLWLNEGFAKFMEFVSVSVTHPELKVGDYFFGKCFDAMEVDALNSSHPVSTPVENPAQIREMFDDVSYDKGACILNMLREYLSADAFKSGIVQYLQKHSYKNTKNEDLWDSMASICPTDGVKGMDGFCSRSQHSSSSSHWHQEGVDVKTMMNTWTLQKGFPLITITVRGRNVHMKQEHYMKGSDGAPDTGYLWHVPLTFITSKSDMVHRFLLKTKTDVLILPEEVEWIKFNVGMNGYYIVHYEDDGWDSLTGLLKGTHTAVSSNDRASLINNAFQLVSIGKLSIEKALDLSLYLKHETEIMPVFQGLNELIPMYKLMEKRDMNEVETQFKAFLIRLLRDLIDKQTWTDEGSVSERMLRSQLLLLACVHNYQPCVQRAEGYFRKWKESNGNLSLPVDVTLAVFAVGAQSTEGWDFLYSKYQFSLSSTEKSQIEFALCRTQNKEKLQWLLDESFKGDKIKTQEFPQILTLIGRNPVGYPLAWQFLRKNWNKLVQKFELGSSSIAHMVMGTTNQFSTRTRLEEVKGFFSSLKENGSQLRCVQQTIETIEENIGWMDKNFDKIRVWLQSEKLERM
SIRT5 block: sirtuin-5 (human) deacylase inhibition; Purified SirT5, succinyl-peptide AMC, trypsin-coupled fluorescence; inhibition, % at 15 µM; 330,000 tested, 1.1% active; in the data active means inhibition above about 15%; inconclusive means no clear call, values can overlap the other calls
Active calls of the source: *; u = inconclusive; x = no result given. An excerpt, so the mix of outcomes need not match the whole.

SMILES | Statin myotox sup | LGR2 antag | S100A4 MyoIIA | Cneo AK release | PGC1a acetyl inh | XiGFP reactiv | ERAP1 HTS inh | SIRT5 block
CCOc1ccc(CCNC(=O)c2nnn(CC(=O)Nc3ccc(OC)cc3)c2N)cc1OCC | -112.4 | 15.5 | -5.0 | -1.2 | -3.0 | 0.0 | -2.0 | -4.0
Cc1ccccc1OC(C)C(=O)Nc1ccc2c(c1)OCCO2 (configuration not stated) | x | -16.7 | -2.6 | -1.7 | x | 0.0 | 0.5 | -2.6
O=C(COC(=O)c1cn(-c2ccccc2)nc1-c1ccccc1)Nc1ncc(Cl)cc1Cl | 1.1 | 1.1 | 0.6 | -4.6 | -2.5 | x | x | 3.8
CCN(CC)S(=O)(=O)c1ccc2c(c1)nc(CCC(=O)Nc1ccc3c(c1)OCO3)n2CC | x | -3.5 | x | -10.2 | 7.3 | 0.2 | x | x
COc1ccc(S(=O)(=O)Nc2ccccc2C(=O)NC(C)(C)C)cc1OC | 123.3* | -11.6 | x | 0.1 | 3.6 | x | x | x
Cn1cc(C(=O)N/N=C/C(Br)=C/c2ccccc2)ccc1=O | x | -2.4 | 2.0 | x | x | u | -1.4 | -11.3
Cc1ccc(S(=O)(=O)NCc2ccccc2)cc1C(=O)N(C)CC(=O)Nc1ccccc1Br | -0.2 | -7.0 | -6.1 | 0.1 | x | -0.1 | -2.5 | -1.8
CCCCOC(=O)c1ccc(NC(=O)c2ccccc2OC)cc1 | x | -19.4 | -3.1 | x | x | 0.0 | 2.8 | -1.6
C/C(=N/NC(=O)COc1ccc(C(C)(C)C)cc1)c1ccc(N2CCOCC2)cc1 | 2.4 | -11.0 | -0.7 | -0.4 | 9.3 | 0.0 | 1.1 | x
CCN(CC)S(=O)(=O)c1ccc(Cl)c(C(=O)NNC(=O)c2csc(N3CCOCC3)n2)c1 | -2.3 | -5.3 | -5.6 | -0.2 | -2.9 | 0.8 | -2.0 | 1.6
CCOC(=O)Cc1csc(SC(C)C(=O)NCC(=O)Nc2ccc(F)c(F)c2F)n1 (configuration not stated) | 2.1 | -12.4 | 2.8 | -6.0 | -5.5 | 0.7 | 1.0 | 0.5
COc1ccccc1-c1ccc2c(c1)O[C@@H](CN(C)S(=O)(=O)c1ccc(C)cc1)[C@@H](C)CN([C@H](C)CO)S2(=O)=O | -35.7 | 9.6 | 11.7 | 0.2 | -13.3 | 0.0 | 1.1 | 3.3
CC(=O)c1c(C)[nH]c(C(=O)OCc2nnc(-c3ccc([N+](=O)[O-])cc3)o2)c1C | -1.2 | -13.3 | -11.6 | -0.5 | 4.5 | -0.6 | -0.6 | -6.7
CCC(=O)N(C)C[C@@H]1Oc2cc(-c3ccccc3C)ccc2S(=O)(=O)N([C@@H](C)CO)C[C@H]1C | -49.0 | 13.5 | 21.1 | -0.8 | -31.0 | 0.0 | -0.5 | 5.0
CC=Cc1ccc2n(c1=O)C[C@@H]1[C@@H](CO)[C@H](C(=O)NCCc3cn(C)cn3)[C@H]2N1C(=O)C1CCC1 (mixture of isomers) | x | -0.5 | 11.2 | x | x | 0.1 | 0.8 | -14.9
CCc1ccccc1NC(=O)CSc1nc2n[nH]c(C)c2c(=N)n1-c1cccc(OC)c1 | 9.0 | -5.8 | -4.3 | 1.5 | 4.5 | x | 1.3 | -2.7
Cc1ccccc1CC(=O)N1CCCC(CNC(=O)c2ccc(F)cc2)C1 (configuration not stated) | 10.6 | 4.2 | -3.0 | 0.6 | 2.7 | 0.1 | -1.8 | -3.7
O=C(N/N=C/c1ccccn1)c1ccc(NC(=O)c2ccc(F)cc2)cc1 | 9.7 | -9.2 | 7.5 | 0.1 | -6.2 | 0.0 | -1.2 | 2.9
CN(C)C(=O)[C@@H]1[C@@H](CO)[C@@H]2Cn3c(ccc(-c4cccnc4)c3=O)[C@H]1N2C(=O)NC1CCCC1 | -27.0 | -8.7 | 1.0 | -0.4 | x | 0.1 | 1.7 | -29.3
C[C@H](CO)N1C[C@H](C)[C@@H](CN(C)S(C)(=O)=O)OCCCC[C@H](C)Oc2ccc(NC(=O)Nc3cccc4ccccc34)cc2C1=O | x | 2.3 | 1.2 | 5.9 | 3.8 | 0.0 | -1.0 | -3.3
COc1ccc(N(CC(=O)Nc2ccccc2C(=O)N2CCCC2)S(C)(=O)=O)cc1 | 29.6 | 1.6 | -7.4 | -1.2 | 9.6 | 0.1 | 2.1 | -0.2
COc1ccccc1CNC(=O)c1cc(C)nn1-c1ccccc1 | x | -17.4 | 9.2 | x | -8.1 | 0.2 | 0.7 | -5.2
COc1cc(OC)cc(C(=O)Nc2cccc(-c3ccc(N4CCOCC4)nn3)c2)c1 | -37.9 | -48.3 | -0.6 | -0.7 | -3.8 | 1.3 | 0.6 | 0.3
CC(C)C(NC(=O)c1ccc(C(C)(C)C)cc1)C(=O)NCC1(N(C)C)CCCCC1 (configuration not stated) | 1.8 | 0.4 | -0.7 | -2.4 | x | 0.3 | -1.0 | -20.0
Cc1ccc(Nc2nc(N)c(C#N)c(CC#N)c2C#N)cc1 | x | 15.1 | -2.0 | x | 0.8 | 0.0 | -1.1 | -2.1

Whole records, looked up by structure:
CCCCOC(=O)c1ccc(NC(=O)c2ccccc2OC)cc1 in the list: Statin myotox sup: x; LGR2 antag: -19.4; S100A4 MyoIIA: -3.1; Cneo AK release: x; PGC1a acetyl inh: x; XiGFP reactiv: 0.0; ERAP1 HTS inh: 2.8; SIRT5 block: -1.6
CN(C)C(=O)[C@@H]1[C@@H](CO)[C@@H]2Cn3c(ccc(-c4cccnc4)c3=O)[C@H]1N2C(=O)NC1CCCC1 in the list: Statin myotox sup: -27.0; LGR2 antag: -8.7; S100A4 MyoIIA: 1.0; Cneo AK release: -0.4; PGC1a acetyl inh: x; XiGFP reactiv: 0.1; ERAP1 HTS inh: 1.7; SIRT5 block: -29.3
CCOc1ccc(CCNC(=O)c2nnn(CC(=O)Nc3ccc(OC)cc3)c2N)cc1OCC in the list: Statin myotox sup: -112.4; LGR2 antag: 15.5; S100A4 MyoIIA: -5.0; Cneo AK release: -1.2; PGC1a acetyl inh: -3.0; XiGFP reactiv: 0.0; ERAP1 HTS inh: -2.0; SIRT5 block: -4.0

Other results follow.
SMILES | Statin myotox sup | LGR2 antag | S100A4 MyoIIA | Cneo AK release | PGC1a acetyl inh | XiGFP reactiv | ERAP1 HTS inh | SIRT5 block
COc1ccc(Oc2c(C)nc(SCC(=O)c3ccc(Cl)cc3)[nH]c2=O)cc1 | x | -3.3 | 1.5 | -4.6 | 0.5 | -0.1 | -0.4 | -2.7
O=C(NCCS(=O)(=O)N1CCN(c2ccccc2F)CC1)C1CC(=O)N(c2ccccc2)C1 (configuration not stated) | 5.5 | 4.0 | 3.8 | -0.9 | x | -0.1 | -0.8 | 4.9
OCCC1CN(Cc2ccon2)CCN1Cc1ccccc1 (configuration not stated) | 4.0 | 4.1 | -0.8 | 5.8 | 10.0 | 0.1 | 4.6 | -2.5
CCCC(=O)Nc1ccc(C(=O)NN2C(=O)c3ccccc3C2=O)cc1 | x | -8.5 | -3.4 | x | x | -0.1 | -5.0 | 9.5
COc1cc([C@H]2c3c(cc(OC)c(O)c3OC)C[C@@H](CO)[C@@H]2CO[C@@H]2O[C@H](CO)[C@@H](O)[C@H](O)[C@H]2O)cc(OC)c1O | 4.7 | 9.2 | -3.0 | 2.6 | 1.0 | x | 4.5 | x
Cc1ccc2c(Cl)cc(Cl)c(O)c2n1 | -1.7 | 11.4 | -0.6 | x | -13.9 | 0.1 | -1.3 | 3.4
Cc1ccc(NC(=O)CN(C)C(=O)CNC(=O)c2sc3ccccc3c2Cl)cc1 | -0.2 | -27.6 | -9.4 | -1.6 | x | 0.1 | -2.2 | 0.2
COC(=O)C[C@@H]1C[C@H]2c3cc(NC(=O)C4CCOCC4)ccc3O[C@H]2[C@H](CO)O1 | -4.8 | 0.9 | 1.2 | 2.8 | 3.9 | 0.0 | -2.4 | -0.3
CNC(=O)c1cc(S(=O)(=O)NC2CCCCCC2)ccc1C | -2.9 | -2.1 | 1.2 | -0.5 | -6.1 | 0.1 | -4.1 | -1.8
Fc1cccc2sc(Nc3nc4cc5c(cc4s3)OCO5)nc12 | -4.4 | -65.9 | 2.6 | -0.4 | -2.0 | 0.1 | -1.0 | -6.5
Cc1cccc(/N=C/c2c(O)cc(C)oc2=O)n1 | 2.7 | 6.1 | -50.6 | 0.6 | x | x | -0.3 | 15.2*
Cc1ccccc1S(=O)(=O)N1[C@@H](C#N)[C@@H](c2ccc(-c3ccccc3)cc2)[C@@H]1CO | -70.8 | 15.4 | 8.6 | -0.5 | 4.1 | -0.1 | 0.8 | 7.7
Cc1ccc([C@H]2C[C@H](O)[C@@H](n3cc(-c4ccc(F)cc4)nn3)CN2CC2CCCCC2)cc1 | 14.0 | 4.3 | -4.5 | -1.1 | 4.5 | 0.1 | -3.6 | -3.8
CC(OC(=O)CCc1c[nH]c2ccccc12)C(=O)c1ccccc1 (configuration not stated) | x | -7.3 | -0.9 | x | -5.9 | 0.1 | -2.5 | 2.7
CSc1nc2ccc(NC(=O)NC(=O)c3c(F)cccc3F)cc2s1 | x | x | -4.4 | x | 11.8 | 0.3 | -2.3 | 0.2
O=C(c1ccccc1F)N1CCN(C2CCC(c3ccccc3)CC2)CC1 (configuration not stated) | -0.7 | 9.6 | 1.9 | -5.8 | -22.9 | 0.0 | -0.2 | -0.6
COc1ccc(CCN2C(=O)N(c3ccc(OC)cc3)C(=O)C2CC(=O)Nc2ccccc2)cc1 (configuration not stated) | 1.3 | -18.7 | 2.7 | -4.1 | u | 0.0 | 2.0 | x
C[C@@H]1CCCCO[C@@H](CN(C)C(=O)Nc2cccc3ccccc23)[C@@H](C)CN([C@@H](C)CO)C(=O)c2cc(NC(=O)Nc3ccc(C(F)(F)F)cc3)ccc2O1 | x | -26.3 | -3.8 | x | 0.9 | -0.1 | -0.3 | 1.0
O=S(=O)(c1ccc(Cl)cc1)N(CCCN1CCOCC1)Cc1cccs1 | x | 7.2 | 1.9 | x | x | 0.0 | -0.4 | -1.2
COc1ccc(NC(=O)C2CC(c3cc(OC)c(OC)c(OC)c3)=NO2)cc1OC (configuration not stated) | -1.5 | 12.0 | x | 0.3 | -1.9 | x | x | x
O=C(C[C@H]1CC[C@H]2[C@@H](COC[C@@H](O)CN2Cc2cccc(Cl)c2)O1)NCC1CCCCC1 | 37.3 | -34.5 | x | 0.3 | -8.3 | -0.1 | x | x
COc1cc2[nH]c3c(OC)ncnc3c2cc1OC | -14.3 | 3.1 | -4.1 | -0.8 | 2.9 | 0.0 | 0.5 | -0.4
Cc1ccc(CN2CCN(Cc3cc(=O)c4ccccc4[nH]3)CC2CCO)o1 (configuration not stated) | x | 10.0 | 0.1 | x | x | 0.2 | 1.3 | -6.2
COc1cc(/C=N/NC(=O)c2[nH]nc3c2CCc2ccccc2-3)ccc1O | -27.1 | 10.3 | -4.9 | -1.5 | 1.2 | 0.0 | 2.7 | 3.4

Source: PubChem BioAssay (Broad Institute)
